uPA generation = inhibitors of cell surface uPA generation; cell surface uPA generation assay, qHTS; Potency, µM (series often up to 38.3 µM), for inactives: at the highest dose activity change, negative = inhibition, actives largely listed as inhibitors; hit rate 0.31% among 330,000; AID 540303; active = well fitted inhibition curve with a large enough effect; inconclusive = small, poorly fitted or top-dose-only effect; inactive = no such curve, though single readings can be large or run the other way; tested in mouse RAW 264.7 cells; also: potency is read from the fitted curve at half-maximal effect; nearly all actives have a fitted effect of over 55% in size
KCNH2 WT inh = KCNH2 (human, wildtype) channel inhibition; activity change, % at 1.84 µM; hit rate 0.37% among 340,000; U2OS, BacMam KCNH2, thallium flux FluxOr; active compounds read low; AID 720551;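 active = maximum activity change below -70%; inconclusive = maximum activity change between -70% and -50%; inactive = maximum activity change above -50%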
Target sequence (Q12809 whole entry, looked up): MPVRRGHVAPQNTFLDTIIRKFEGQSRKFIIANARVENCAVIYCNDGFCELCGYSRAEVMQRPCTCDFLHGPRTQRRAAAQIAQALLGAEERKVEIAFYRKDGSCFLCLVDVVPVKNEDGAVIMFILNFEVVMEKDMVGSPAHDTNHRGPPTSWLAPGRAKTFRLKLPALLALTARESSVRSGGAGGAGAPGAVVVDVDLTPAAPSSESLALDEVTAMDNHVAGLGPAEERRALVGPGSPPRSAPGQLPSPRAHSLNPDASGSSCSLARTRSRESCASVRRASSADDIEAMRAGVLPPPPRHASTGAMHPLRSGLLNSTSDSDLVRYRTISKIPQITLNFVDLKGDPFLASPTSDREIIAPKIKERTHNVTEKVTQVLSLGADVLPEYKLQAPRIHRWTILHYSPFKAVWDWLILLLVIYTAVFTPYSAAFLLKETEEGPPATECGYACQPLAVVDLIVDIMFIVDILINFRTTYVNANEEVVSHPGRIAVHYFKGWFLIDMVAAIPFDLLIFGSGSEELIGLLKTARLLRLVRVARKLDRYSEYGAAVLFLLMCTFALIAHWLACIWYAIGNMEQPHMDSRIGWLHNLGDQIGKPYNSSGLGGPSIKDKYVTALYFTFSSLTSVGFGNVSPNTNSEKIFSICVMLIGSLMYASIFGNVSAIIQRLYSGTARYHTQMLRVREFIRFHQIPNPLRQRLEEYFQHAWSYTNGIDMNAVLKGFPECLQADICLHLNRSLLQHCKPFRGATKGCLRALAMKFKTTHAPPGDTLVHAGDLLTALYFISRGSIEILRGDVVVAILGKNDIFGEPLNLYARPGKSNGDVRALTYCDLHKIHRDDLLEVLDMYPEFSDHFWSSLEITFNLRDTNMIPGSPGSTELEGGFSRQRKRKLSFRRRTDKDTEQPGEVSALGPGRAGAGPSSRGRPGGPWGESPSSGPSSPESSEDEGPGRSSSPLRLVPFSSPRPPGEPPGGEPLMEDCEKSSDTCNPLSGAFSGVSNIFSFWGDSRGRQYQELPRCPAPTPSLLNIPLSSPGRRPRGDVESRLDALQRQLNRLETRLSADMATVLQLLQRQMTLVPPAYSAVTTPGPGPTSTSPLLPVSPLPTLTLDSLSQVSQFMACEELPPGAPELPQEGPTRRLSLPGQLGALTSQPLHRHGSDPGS
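U2OS cells were transduced with wild-type KCNH2 virus (2.03 x 10^8 / mL) for 4 h at room temperature, then cultured overnight at 37 C. Thallium flux was read with FluxOr dye. Rate constants were normalized to DMSO controls.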
Eya2 phos inh = inhibitors of human Eya2 phosphatase activity | O00167 | recombinant Eya2, OMFP fluorescence dephosphorylation (OMFP is methylfluorescein phosphate) | Potency, µM (top dose mostly 76.9 µM), without a hit: top-dose activity, negative = inhibition, usual class: inhibitors | hit rate 0.006% among 330,000 | AID 488837; also: potency is read from the fitted curve at half-maximal effect
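Eya2 (0.2 uM) preincubated 10 min at ambient with compound, then OMFP substrate added at 50 uM; 10 min reaction in 50 mM HEPES pH 7.5, 50 mM NaCl, 5 uM MgCl2, 0.05% BSA, 1 mM DTT. Fluorescence read at Ex 485/Em 525 nm.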
USP2a inh = USP2a (human) protease inhibition; O75604; USP2 core, Ub-CHOP2 coupled fluorogenic reporter, 485/531; Potency, µM (doses to about 38.3 µM), for inactives: top-dose activity change, negative = inhibition, most hits filed as inhibitors; hit rate 0.01% among 330,000;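 also: potency is read from the fitted curve at half-maximal effect; plate controls were DMSO wells for no effect and full inhibition by NEM control for full effect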
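Cell-free coupled assay: 10nM USP2 core preincubated 30min RT with compound in Tris-HCl pH 8.0/CaCl2/CHAPS buffer, then 25nM Ub-CHOP2 and 25nM reporter substrate; fluorescence (Ex 485/Em 531) read after 60min RT, normalized to NEM inhibition, concentration-response curves fitted.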
KCNH2 3.1 block = blocks the human KCNH2 3.1 channel isoform. AID 720553. hit rate 0.95% among 340,000. activity change, % (tested at about 1.8 µM). U2OS KCNH2 3.1, thallium flux FluxOr; active compounds read low;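 active = maximum activity change below -70%; inconclusive = maximum activity change from -70% to -50%; inactive = maximum activity change above -50%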;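 also: thallium influx rate constant from kinetic fluorescence after stimulation buffer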
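Thallium flux read-out: FluxOr dye with Red40 quencher in HBSS/HEPES, 45 min at RT. Rate constants from kinetic reads were normalized to positive and negative DMSO controls. Cells: U2OS virally expressing the 3.1 isoform.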
B2AR arrestin = recruits beta-arrestin to the human beta2-adrenergic receptor; AID 492947; P07550; Potency, µM (top dose mostly 46.1 µM), without a hit: at the top dose activation, usual class: activators; hit rate 0.02% among 330,000; beta-arrestin recruitment to beta2AR, cell-based reporter;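 also: potency is read from the fitted curve at half-maximal effect; 0% = DMSO controls and full agonism = EC100 isoproterenol or metaproterenol; nearly all actives have a fitted effect of over 65% in size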
Coupling enz = coupling enzyme interference in Giardia aldolase counter-screen. coupling enzyme system counterscreen, AmpLite Red fluorescence. activity change, negative = inhibition, % at 58.2 µM, hits read low. hit rate 0.67% among 290,000; in the data active = activity change below about -30%
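Fluorescence at 525 nm excitation and 598 nm emission measured inhibition of the coupled detection system without aldolase. Compounds (at 57.5 uM final) were preincubated 10 min at room temperature with coupling enzyme reagent before a 20 min substrate/AmpLite Red step.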
Chronic BCR inh = chronic active BCR signaling inhibition; ABC-DLBCL IkBa-CBG/CBR reporter, luminescence ratio, 4 h; Potency, µM (series often up to 46.1 µM), without a hit: top-dose ratio change, negative = lower green/red ratio, usual class: inhibitors; hit rate 0.05% among 340,000; AID 493014; active = well fitted inhibition curve with a large enough effect in the signal ratio, with a control signal flat, not every such curve was filed as active; inconclusive = small, poorly fitted or top-dose-only effect, or effect the other way, or a change in a side signal; the % refers to the signal ratio;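 also: potency is read from the fitted curve at half-maximal effect; plate controls were basal doxycycline-induced cells for no effect and cells given 10 µM MG132 for full effect; MG132 reads +100%, hits lower the ratio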
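Cell line TMD8 (human ABC DLBCL), stably expressing tet-inducible CBG68-IkBa fusion and CBR; IMDM/0.5% FBS; cpd up to 46 uM; dox induction, 4 h, 37C/5% CO2; dual luminescence; green/red ratio; MG132 control.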
Giardia kill = Giardia lamblia killing | AID 540267 | activity change, % at 7.66 µM, hits read low | hit rate 0.15% among 340,000 | Giardia lamblia trophozoite viability; in the data active = activity change below about -80%; inconclusive = between about -30% and that limit;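 also: parasites exposed to compound for two days anaerobically before the ATP read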
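Anaerobic 48 hrs incubation at 37 deg C of 100 trophozoites/well with test compounds; ATPLite 1-Step luminescence, 15-30 min RT, reports cellular ATP as viability.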
GALK inh = galactokinase (human) inhibition; AID 1868; P51570; Potency, µM (doses to about 57.5 µM), for inactives: at the top dose activity change, negative = inhibition, hits mostly inhibitors; Purified GALK, Kinase-Glo residual ATP luminescence; hit rate 0.007% among 270,000; also: potency is read from the fitted curve at half-maximal effect
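5 nM enzyme, 35 uM ATP, 100 uM galactose, 20 mM HEPES pH8.0, 5 mM MgCl2; 1 h RT; residual ATP by Kinase-Glo Plus luminescence, qHTS format.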
PKM2 activator = PKM2 (human) enzyme activation; P14618; purified PKM2, Kinase-Glo ATP luminescence, activation; response scale: 0% is enzyme alone, no compound; Potency, µM (titrated, usually from 57.5 µM), for inactives: at the top dose activation, usual class: activators; hit rate 0.34% among 260,000; AID 1631; also: potency is read from the fitted curve at half-maximal effect; nearly all actives have a fitted effect of over 55% in size
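Kinase-Glo luminescence reports ATP generated from ADP (0.1 mM) and PEP (0.5 mM) by purified hPK-M2 after 1 h at room temperature, pH 7.2 imidazole buffer; intermediate enzyme activity allows detecting inhibitors and activators.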
Numbers without * were called inactive; ? = inconclusive; . = not tested or not shown; [ ] = dose if it differs, or a comment. Unless noted, calls follow the shape of the dose curve; as a rule, active = well fitted curve in the direction sought with a large enough effect; inconclusive = small, poorly fitted or top-dose-only effect, or another doubt; inactive = no such curve, though single readings can be large; an effect the other way counts as inactive or inconclusive. Unless noted, % is scaled to controls: 0 for no effect and ±100 for the full control effect.

SMILES | uPA generation | KCNH2 WT inh | Eya2 phos inh | USP2a inh | KCNH2 3.1 block | B2AR arrestin | Coupling enz | Chronic BCR inh | Giardia kill | GALK inh | PKM2 activator
CCN(CC)S(=O)(=O)c1ccc(N2CCCC2)c(NC(=O)c2nn(C)c(=O)c3ccccc23)c1 | 17% | -18 | -13% | 4% | 7 | -0.3% | . | ? | -8 | . | .
CC(C)N(Cc1nc(-c2ccccc2)no1)C(=O)C1CCCCC1 | . | -3 | -24% | 3% | -5 | 0.4% | 2 | 0% | 9 | -5% | 3%
O=C(c1ccccc1)N1N=C(c2ccc(F)cc2)CC1(O)C(F)(F)F (stereo unspecified) | 16% | -2 | 1% | 1% | -20 | 0.0% | -1 | -10% | -17 | 9% | .
O=C(NC1CCSc2ccccc21)c1cccc(Br)c1 (stereo unspecified) | -4% | 31 | 1% | 3% | -4 | -0.3% | . | 0% | 3 | -2% | -1%
CC1CC(NC(=O)c2ncn[nH]2)CC(C)(C)C1 (stereo unspecified) | -1% | -15 | -7% | -1% | -4 | -0.1% | -11 | 6% | -5 | 3% | -8%
C=C(C)C(O)Cc1c(OC)ccc(C(=O)/C=C/c2ccc(O)cc2)c1O (stereo unspecified) | ? | -1 | 10% | -1% | 2 | 3.1% | . | -14% | -8 | . | .
Cc1ccc(NC(=O)NNC(=O)CN2C(=O)COc3ccccc32)cc1 | -6% | -6 | -2% | -1% | 3 | -0.2% | 0 | 10% | -16 | -2% | 3%
C=CCn1c(SCc2cc(C(C)=O)ccc2OCC)nc2ccccc2c1=O | -9% | -12 | -3% | 1% | -2 | -0.8% | -1 | -18% | 1 | 0% | 6%
CN(C)S(=O)(=O)c1ccc(/C(O)=C2/C(=O)C(=O)N(Cc3cccnc3)C2c2ccco2)cc1 (stereo unspecified) | 7% | -2 | -8% | 1% | -4 | 0.0% | 0 | 0% | 17 | -1% | 3%
Cc1cc(=O)n2nc(-c3ccccc3)sc2c1C#N | 1% | -13 | -12% | 0% | -7 | -0.2% | 0 | 1% | -11 | 5% | -3%
COc1ccc(S(=O)(=O)NCCC(=O)OCc2cc(=O)oc3cc(C)ccc23)cc1[N+](=O)[O-] | 4% | 5 | 7% | 2% | -2 | -0.8% | . | 10% | 17 | . | .
CC(C(=O)N1CCCCC1)n1sc2ccccc2c1=O (stereo unspecified) | -4% | 10 | 1% | 4% | 34 | -0.3% | 0 | ? | 2 | 0% | 3%
Cc1cc(NC(=O)COc2ncnc3sc(C)c(C)c23)no1 | 5% | -8 | -9% | -1% | -10 | -0.2% | 4 | ? | -9 | 1% | 1%
CCOc1cccc(-c2c(C(=O)N/N=C/c3cccnc3)nnn2-c2nonc2N)c1 | 8% | 11 | 3% | 1% | 38 | -0.6% | . | -2% | 34[activator] | 0% | .
CCCOP(=O)(c1ccc(N(C)C)cc1)C(O)c1ccccc1OC (stereo unspecified) | . | 17 | 15% | 3% | 1 | 0.0% | 2 | 7% | 0 | 3% | 1%
Cn1c(=O)c2c(nc(N3CCN(c4ccccn4)CC3)n2Cc2ccccc2Cl)n(C)c1=O | . | -8 | -14% | -1% | 0 | -0.1% | 1 | -19% | 7 | 6% | -2%
O=C(C(=S)N1CCOCC1)c1c[nH]c2ccccc12 | 2% | -18 | 10% | 2% | -2 | -0.3% | 1 | -1% | -6 | 2% | -4%
Cc1ccc(SCCOCCN2CCOCC2)cc1 | -7% | -1 | 19% | 0% | -3 | 4.2% | -2 | 4% | 17 | -4% | 7%[11.5 µM]
Cc1noc(C)c1COC(=O)CCCNC(=O)c1ccc(Cl)cc1 | -83% | 3 | 0% | 2% | 2 | 0.2% | -2 | -2% | 11 | 0% | 1%
Cc1ccc(NC(=S)NCc2ccccc2)cc1S(=O)(=O)N1CCCCC1 | ? | . | 0% | -11% | -32 | 0.1% | 6 | ? | -13 | 7% | -6%
Cn1c(CCNC(=O)c2ccco2)nc2cc([N+](=O)[O-])ccc21 | -3% | 24 | 3% | -2% | 5 | -0.2% | . | 2% | -8 | 3% | -3%
CCOC(=O)N1CCN(C(=O)CSc2nnc(CNC(=O)c3c(F)cccc3Cl)o2)CC1 | 4% | -1 | -28% | -5% | -4 | 0.1% | -1 | -24% | -4 | -2% | 3%
CC(C)(C)c1ccc(OCC(O)CN2CCN(C(=O)c3ccccc3)CC2)cc1 (stereo unspecified) | 0% | 12 | -6% | 1% | -49 | 0.2% | 5 | 0% | 3 | 2% | -1%
C=CC(n1cncn1)C(O)(c1ccccc1)c1ccccc1 (stereo unspecified) | -4% | -6 | -11% | 1% | -3 | -0.1% | . | -2% | 0 | . | .
CCCOc1ccc(N2C(=O)CC(N3CCN(c4nc5ccccc5s4)CC3)C2=O)cc1 (stereo unspecified) | 7% | 4 | 22% | 0% | 2 | -0.2% | -1 | 3% | -1 | 2% | -19%

Carrying on:
SMILES | uPA generation | KCNH2 WT inh | Eya2 phos inh | USP2a inh | KCNH2 3.1 block | B2AR arrestin | Coupling enz | Chronic BCR inh | Giardia kill | GALK inh | PKM2 activator
O=C(Nc1nc2ccccc2n1CCN1CCCCC1)c1ccc(Cl)cc1 | . | . | -7% | 1% | . | -0.3% | -1 | ? | . | -3% | -1%
CS(=O)(=O)N(Cc1ccco1)Cc1ccccc1Cl | -6% | -10 | -18% | 3% | 7 | 0.0% | -2 | ? | -3 | -2% | -1%
O=C(O)CCCC(=O)OCCCCc1cccs1 | 2% | -7 | 15% | -2% | 4 | 0.0% | 8 | ? | -14 | 5% | 3%
O=C(NCCc1ccc(F)cc1)Nc1ccc([N+](=O)[O-])cc1 | 1% | 10 | -19% | 3% | -19 | -1.0% | . | 7% | 19 | -5% | -4%
Cc1ccc(S(=O)(=O)Oc2ccccc2/C=N/N=C(N)N)cc1 | -1% | 6 | ? | -8% | -1 | -0.3% | 1 | ? | 21 | 8% | -12%
CCOC(=O)C(NCCc1ccccc1)(NC(C)=O)C(F)(F)F (stereo unspecified) | -1% | -8 | 0% | -1% | -16 | -0.2% | 15 | -4% | 7 | 1% | -11%
O=C(NCc1ccco1)/C(=C\c1cccc([N+](=O)[O-])c1)NC(=O)c1ccco1 | -11% | -2 | -2% | -5% | -11 | -0.8% | 1 | 4% | 2 | -2% | -1%[0.46 µM]
COC(=O)N1C(=O)[C@](c2ccccc2)(C(C)C)N1C(=O)OC | ? | -5 | 5% | 1% | 6 | 3.7% | 0 | ? | -17 | . | -1%
O=[N+]([O-])c1ccc(N2CCN(C(=S)NC3CCCCC3)CC2)cc1 | -11% | -23 | -9% | -9% | -72* | -0.1% | . | 13% | 18 | -1% | -6%
Cn1c(=O)c2cn3c(c2n(C)c1=O)C(c1ccccc1)CC(c1ccccc1)=N3 (stereo unspecified) | 0% | 4 | . | . | . | . | -22 | . | 16 | 0% | 4%
CN(NC1OC(=O)c2ccccc21)c1ccc(C(F)(F)F)cc1[N+](=O)[O-] (stereo unspecified) | 5% | 3 | ? | -2% | 3 | -0.5% | 12 | ? | -9 | . | -5%
COC(=O)N/N=C/c1cccc(OC(=O)c2ccc3c(c2)OCO3)c1 | -8% | 2 | -5% | 0% | 3 | -0.6% | 2 | 1% | 13 | 0% | -9%
CCN(Cc1cc(=O)n2ccsc2n1)Cc1nc2cc(OC)c(OC)cc2c(=O)[nH]1 | 0% | -10 | -3% | -12% | -14 | -0.3% | 2 | -5% | 25 | 1% | -2%

Fetched by structure from above, 2 records:
SMILES | uPA generation | KCNH2 WT inh | Eya2 phos inh | USP2a inh | KCNH2 3.1 block | B2AR arrestin | Coupling enz | Chronic BCR inh | Giardia kill | GALK inh | PKM2 activator
O=C(NCc1ccco1)/C(=C\c1cccc([N+](=O)[O-])c1)NC(=O)c1ccco1 | -11% | -2 | -2% | -5% | -11 | -0.8% | 1 | 4% | 2 | -2% | -1%[0.46 µM]
O=C(O)CCCC(=O)OCCCCc1cccs1 | 2% | -7 | 15% | -2% | 4 | 0.0% | 8 | ? | -14 | 5% | 3%

Five compounds from above, showing only KCNH2 3.1 block and Eya2 phos inh.
compound	KCNH2 3.1 block	Eya2 phos inh
Cc1cc(NC(=O)COc2ncnc3sc(C)c(C)c23)no1	-10	-9%
O=C(c1ccccc1)N1N=C(c2ccc(F)cc2)CC1(O)C(F)(F)F (stereo unspecified)	-20	1%
CC(C)N(Cc1nc(-c2ccccc2)no1)C(=O)C1CCCCC1	-5	-24%
COc1ccc(S(=O)(=O)NCCC(=O)OCc2cc(=O)oc3cc(C)ccc23)cc1[N+](=O)[O-]	-2	7%
CC1CC(NC(=O)c2ncn[nH]2)CC(C)(C)C1 (stereo unspecified)	-4	-7%
